Assay outcomes from PubChem BioAssay.
G9a block – qHTS Assay for Inhibitors of Histone Lysine Methyltransferase G9a. actives 8.8% (n = 350,000). Potency, µM (doses to about 102 µM), for inactives: at the highest dose activity, negative = inhibition, usual class: inhibitors. G9a H3K9 monomethylation, AlphaScreen, 2 h. AID 504332, 2011; also: potency is read from the fitted curve at half-maximal effect; % is scaled to controls: 0 for no effect and ±100 for the full control effect; nearly all actives have a fitted effect of over 75% in size
Target sequence (Q96KQ7 913-1193 limits assumed): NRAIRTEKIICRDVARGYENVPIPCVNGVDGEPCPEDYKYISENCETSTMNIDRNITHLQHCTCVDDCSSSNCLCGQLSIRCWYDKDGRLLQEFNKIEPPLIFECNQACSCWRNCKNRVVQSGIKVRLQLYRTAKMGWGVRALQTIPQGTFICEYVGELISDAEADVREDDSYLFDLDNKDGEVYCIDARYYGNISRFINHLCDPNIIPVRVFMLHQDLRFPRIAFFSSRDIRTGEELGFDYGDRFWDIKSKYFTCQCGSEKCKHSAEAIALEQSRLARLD
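Compounds were preincubated with 20 nM G9a for 15 min, after which biotinylated H3K9 peptide (500 nM) and SAM (20 uM) started a 2 h room-temperature reaction. Monomethylated product was quantified by antibody-based AlphaScreen chemiluminescence.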
PI4K2A inh – qHTS for small molecular inhibitors of PI4K2A. purified PI4K2A, ADP-Glo luminescence, 1 h; stronger effect = lower value. activity change, negative = inhibition, % at 76.9 µM. actives 0.13% (n = 420,000); in the data active = activity change below about -50%; inconclusive = mostly about -30% to -49%;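 also: -100% = wells without enzyme as full effect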
Target sequence (Q9BTU6 whole entry, looked up): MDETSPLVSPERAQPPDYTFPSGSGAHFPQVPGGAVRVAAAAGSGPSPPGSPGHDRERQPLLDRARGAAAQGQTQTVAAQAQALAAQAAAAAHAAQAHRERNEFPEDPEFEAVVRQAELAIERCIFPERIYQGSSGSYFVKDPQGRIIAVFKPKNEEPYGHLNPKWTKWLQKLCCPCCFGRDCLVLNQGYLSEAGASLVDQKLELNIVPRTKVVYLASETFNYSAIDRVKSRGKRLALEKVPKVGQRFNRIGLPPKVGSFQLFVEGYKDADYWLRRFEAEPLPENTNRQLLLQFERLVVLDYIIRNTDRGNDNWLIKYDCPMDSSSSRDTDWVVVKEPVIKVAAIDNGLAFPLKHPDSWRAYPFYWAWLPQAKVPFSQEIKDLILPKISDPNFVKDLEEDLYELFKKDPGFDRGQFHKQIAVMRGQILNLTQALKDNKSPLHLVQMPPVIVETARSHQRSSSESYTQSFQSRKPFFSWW
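In this quantitative HTS, ADP production by PI4K2A was quantified luminescently after 1 h at ambient temperature; 100 microM adenosine served as plate-quality control.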
HP1b chromo inh – HTS for Inhibitors of HP1-beta Chromodomain Interactions with Methylated Histone Tails; Chromobox protein homolog 1 (Homo sapiens), P83916; AlphaScreen HP1-beta / biotin-H3K9me3 peptide binding; Potency, µM (series often up to 114 µM), for the others: at the highest dose activity change, negative = inhibition, usual class: inhibitors; actives 0.56% (n = 390,000); AID 540317, 2011; also: potency is read from the fitted curve at half-maximal effect; nearly all actives have a fitted effect of over 70% in size; inactives centre near 23
Target sequence (P83916 whole entry, looked up): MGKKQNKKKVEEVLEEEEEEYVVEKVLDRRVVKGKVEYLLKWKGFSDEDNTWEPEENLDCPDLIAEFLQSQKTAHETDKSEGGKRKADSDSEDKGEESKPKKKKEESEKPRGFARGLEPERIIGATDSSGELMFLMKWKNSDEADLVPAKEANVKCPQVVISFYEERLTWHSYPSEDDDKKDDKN
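Compound inhibition of the preformed complex between 50 nM HP1-beta and 50 nM biotinylated H3K9me3 peptide was read by AlphaScreen. Buffer was PBS pH 7.4 with 0.01% Tween-20. Incubations ran 30 min at room temperature, with 10 ug/mL donor/acceptor beads.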
BAZ2B inh – qHTS Assay for Inhibitors of BAZ2B; Potency, µM (titrated, usually from 114 µM), for the others: at the highest dose activity change, negative = inhibition, hits mostly inhibitors; Bromodomain adjacent to zinc finger domain protein 2B (Homo sapiens), Q9UIF8; AlphaScreen BAZ2B-H3K14Ac peptide displacement; AID 504333, 2011; actives 4.4% (n = 360,000); also: potency is read from the fitted curve at half-maximal effect; % is scaled to controls: 0 for no effect and ±100 for the full control effect; nearly all actives have a fitted effect of over 60% in size
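AlphaScreen displacement: compounds (up to 110uM) incubated 30 min at room temperature with a preformed 50 nM BAZ2B/50 nM biotinylated H3K14Ac peptide complex in PBS pH 7.4 with Tween-20. Donor and acceptor beads at 10 ug/mL final added, 20 min light-protected before reading.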
GLS inhibitor – qHTS for Inhibitors of Glutaminase (GLS). Potency, µM (doses to about 45.5 µM), for the others: at the top dose activity change, negative = inhibition, hits mostly inhibitors. AID 624170, 2012. actives 0.21% (n = 410,000). GLS enzymatic activity, qHTS titration; also: potency is read from the fitted curve at half-maximal effect; % is scaled to controls: 0 for no effect and ±100 for the full control effect
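Compounds were pin-transferred onto hKGA, after which L-glutamine (1 mM solution) and a detection mix of glutamate oxidase, HRP and Amplex Red were added. Initial and 30 min RT fluorescence reads were collected.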
ERG Ets-DNA blk – qHTS for Small Molecule Inhibitors of the ERG Ets/DNA interaction; fluorescence polarization, His-ERG Ets domain / labelled DNA; Transcriptional regulator ERG (Homo sapiens), P11308; actives 0.028% (n = 370,000); Potency, µM (titrated, usually from 76.9 µM), for the others: at the top dose FP activity, negative = inhibition, hits mostly inhibitors; active = well fitted inhibition curve with a large enough effect in the polarisation, with a control signal flat; inconclusive = small, poorly fitted or top-dose-only effect, or effect the other way, or a change in a side signal; inactive = no such curve, though single readings can be large or run the other way; the % refers to the polarisation;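 also: polarization taken with two DNA probes labelled with fluorescein and Texas red; potency is read from the fitted curve at half-maximal effect; % of control where 0% means no effect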
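His-tagged ERG Ets domain (1 uM in the protein solution; 300mM KCl, 50mM Tris-HCl, 1mM EDTA, 1mM DTT, pH 7.5) received compound, then a probe mix of 5 nM fluorescein-DNA and 100nM Texas-615-DNA. Fluorescence polarization was read for both dyes.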
RGS4 inh – Inhibitors of Regulator of G Protein Signaling (RGS) 4: qHTS; Regulator of G-protein signaling 4 (Homo sapiens), P49798; Transcreener GDP fluorescence polarization, RGS4-accelerated GTP hydrolysis; Potency, µM (doses to about 114 µM), for inactives: at the top dose activity change, negative = inhibition, most hits filed as inhibitors; actives 0.039% (n = 390,000); also: potency is read from the fitted curve at half-maximal effect; % is scaled to controls: 0 for no effect and ±100 for the full control effect; nearly all actives have a fitted effect of over 75% in size; some results filed as inactive show a strong effect at the top dose
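MLSMR compounds (23 nl, pin-transferred) preincubated 10 min at room temperature with a 500nM (2x) first reagent, then RGS4 at 900nM (2x) plus Transcreener GDP mix added; fluorescence polarization (620/688 nm) read before and after 90 min at 30 °C.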
JMJD2A Tudor inh – qHTS Assay for Inhibitors of JMJD2A-Tudor Domain | Potency, µM (top dose mostly 114 µM), for inactives: at the top dose activity change, negative = inhibition, actives largely listed as inhibitors | actives 4.4% (n = 390,000) | Lysine-specific demethylase 4A (Homo sapiens), O75164 | AlphaScreen JMJD2A-Tudor / H3K4me3 peptide binding; also: potency is read from the fitted curve at half-maximal effect; % is scaled to controls: 0 for no effect and ±100 for the full control effect; nearly all actives have a fitted effect of over 50% in size
12-LOX inh – Primary qHTS assay for inhibitors of human arachidonate 12S-lipoxygenase (ALOX12): Round 2; purified 12hLO, xylenol orange hydroperoxide absorbance; Potency, µM (titrated, usually from 108 µM), without a hit: at the top dose activity change, negative = inhibition, hits mostly inhibitors; actives 1.1% (n = 580,000); AID 1671190, 2021; also: potency is read from the fitted curve at half-maximal effect; % is scaled to controls: 0 for no effect and ±100 for the full control effect
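Purified human 12hLO (150 nM final) in 25 mM Hepes, 0.01% Triton X-100, pH 7.0 was preincubated 15 min at room temperature with compound. Then 40 uM arachidonic acid was added, 30 min. Hydroperoxide was read by Fe-XO absorbance ratio 573/405 nm.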
An asterisk follows results filed as active; i = inactive; ? = inconclusive; . = no result given; & = joins results of further samples; [ ] = dose if it differs, or a comment. Unless noted, calls follow the shape of the dose curve; as a rule, active = well fitted curve in the direction sought with a large enough effect; inconclusive = small, poorly fitted or top-dose-only effect, or another doubt; inactive = no such curve, though single readings can be large; an effect the other way counts as inactive or inconclusive. Only part of the results is shown (hit frequency here may not be typical).

item	SMILES	G9a block	PI4K2A inh	HP1b chromo inh	BAZ2B inh	GLS inhibitor
1	c1ccc(CNc2ccc3c(c2)ncn3C2CCCCC2)nc1	7.9µM*	-4	-18%	20µM*	-9%
2	COc1ccccc1NC(=O)CN1CCN(CC(=O)Nc2ccc(OCc3ccccc3)cc2)CC1	35µM*	3	2%	-34%	2%
3	Cc1c(NC(=O)CSc2nc3ccccc3c(=O)n2C(C)C)c(=O)n(-c2ccccc2)n1C	3%[12.7 µM]	-5	54%[activator]	-4%	-3%
4	COc1cc(CN(C(=O)c2ccc(Cl)cc2)C2CCS(=O)(=O)C2)cc(OC)c1OC (stereo unspecified)	3%[59 µM]	-1	44%[activator]	1%	2%
5	Cc1[nH]c2ccc(C(=O)N3CCC(C(N)=O)CC3)cc2c1C	.	-6	7%	.	-2%
6	CC(C)=C1C2CCC1C1C(=O)N(c3ccc4c(c3)OCO4)C(=O)C21 (stereo unspecified)	-7%[59 µM]	-1	27%	0%	-7%
7	COc1cc2c3c(c1)-c1c(sn(-c4cc(OC)ccc4OC)c1=S)C(C)(C)N3C(=O)C2=O	?	7	19%	7.1µM*	.
8	CCN(c1ccccc1)S(=O)(=O)c1ccc(C(=O)Nc2ncccc2O)cc1	3%	-8	41%[activator]	-12%	18%
9	CN(C(=O)c1ccc2c(c1)OCO2)C1CCCCC1	1%[12.7 µM]	-2	33%	1%	-1%
10	Nc1ccc(C(=O)N/N=C2\CCCc3c2[nH]c2ccccc32)cc1	-2%	0	-4%	-12%	12%
11	COc1ccc2[nH]c(=O)c(-c3nnn(-c4ccc(Cl)nc4)n3)cc2c1	.	-5	4%	.	-4%
12	CCOc1ccc(/C=N/NC(=O)C2CC2)cc1OC	9%	-4	37%	-4%	-10%

item	ERG Ets-DNA blk	RGS4 inh	JMJD2A Tudor inh	12-LOX inh
1	.	-25%	25µM*	1%
2	6%	-2%	-27%	-15%
3	11%	-19%	2%	-9%
4	0%	5%	-7%	1%
5	-3%	37%	-26%	-6%&0%
6	-1%	7%	-2%	-11%
7	-10%	15%	4%	0%
8	37%[activator]	-13%	-9%	i
9	-10%	-7%	-9%	-1%
10	-2%	-9%	-30%	-1%
11	-1%	?	50µM*	.
12	12%	-2%	-1%	-4%

The last five records of the part before are carried over, then new ones follow:
item	SMILES	G9a block	PI4K2A inh	HP1b chromo inh	BAZ2B inh	GLS inhibitor
8	CCN(c1ccccc1)S(=O)(=O)c1ccc(C(=O)Nc2ncccc2O)cc1	3%	-8	41%[activator]	-12%	18%
9	CN(C(=O)c1ccc2c(c1)OCO2)C1CCCCC1	1%[12.7 µM]	-2	33%	1%	-1%
10	Nc1ccc(C(=O)N/N=C2\CCCc3c2[nH]c2ccccc32)cc1	-2%	0	-4%	-12%	12%
11	COc1ccc2[nH]c(=O)c(-c3nnn(-c4ccc(Cl)nc4)n3)cc2c1	.	-5	4%	.	-4%
12	CCOc1ccc(/C=N/NC(=O)C2CC2)cc1OC	9%	-4	37%	-4%	-10%
13	CN(c1cccc(NC(=O)CN(c2ccc(Cl)c(Cl)c2)S(=O)(=O)c2ccccc2)c1)S(C)(=O)=O	-1%[59 µM]	-1	10%	1%	-11%
14	Cc1ccc(S(=O)(=O)Cn2nnnc2C(C(C)C)N2CCC(O)CC2)cc1 (stereo unspecified)	9%	0	51%[activator]	-4%	-6%
15	NC(=O)NS(=O)(=O)Oc1ccccc1	.	-6	13%	-9%	18%
16	COC(=O)c1ccc(CN2CCN(CC(C)C)C(CCO)C2)cc1 (stereo unspecified)	.	5	23%	-7%	-12%
17	CCN1CCN(C(c2cccs2)C(C)NS(=O)(=O)c2ccc(Br)cc2)CC1 (stereo unspecified)	-8%[59 µM]	-6	23%	-14%	-3%
18	Cn1cnnc1SCC(=O)Nc1ccccc1F	4%	5	36%	-18%	6%
19	CCOC(=O)Cn1c(=O)n(C2CCCCC2)c2nc(-c3ccc(C(C)C)cc3)nc(C(N)=O)c21	-2%[59 µM]	-1	16%[57 µM]	1%	3%
20	CCN(CC(=O)Nc1c(F)cccc1F)C(=O)CNC(=O)c1ccc2c(c1)OCO2	25%	0	45%[activator]	-16%	0%
21	CC(=NCCc1ccccc1)C1=C(O)COC1=O	8%[12.7 µM]	-5	21%	-5%	-2%
22	O=C(CN1CCN(c2ccccc2)CC1)N1CCc2[nH]c3ccccc3c2C1	?	3	-1%	50µM*	41%[activator]
23	C=CCNC(=O)c1ccc(C2SCC(=O)N2Cc2ccccc2)cc1 (stereo unspecified)	50µM*	2	27%	-17%	5%
24	Cc1cc(/C=C2\SC(=S)NC2=O)cc(C)c1O	40µM*	0	-6%	?	7%

item	ERG Ets-DNA blk	RGS4 inh	JMJD2A Tudor inh	12-LOX inh
8	37%[activator]	-13%	-9%	i
9	-10%	-7%	-9%	-1%
10	-2%	-9%	-30%	-1%
11	-1%	?	50µM*	.
12	12%	-2%	-1%	-4%
13	-1%	-4%	-27%	-4%
14	-5%	12%	-6%	-11%
15	-2%	6%	89µM*	-3%
16	-8%	7%	-11%	0%
17	-3%	1%	-12%	?
18	1%	12%	-20%	14%
19	-4%	-1%	-17%	6%
20	-7%	-26%	5%	2%
21	-1%	32%	-5%	0%
22	4%	-9%	?	?
23	11%	-1%	-2%	0%
24	104%[activator]	-2%	-31%	0%

The listing continues:
item	SMILES	G9a block	PI4K2A inh	HP1b chromo inh	BAZ2B inh	GLS inhibitor
25	O=C(Nn1cnc2ccccc2c1=O)c1ccc([N+](=O)[O-])cc1Cl	32%	10	11%	0%	0%
26	NS(=O)(=O)c1ccc(NC(=O)COC(=O)c2cn(-c3ccccc3)nc2-c2ccc(F)cc2)cc1	-5%	2	22%	2%	14%
27	CC(=O)Nc1ccc(/C(C)=N/NC(=O)c2ccc(CN3CCOCC3)cc2)cc1	-19%	1	45%[activator]	3%	3%
28	Cc1ccc(C(=O)NCCc2csc(-c3cccc(F)c3)n2)cc1C	19%[59 µM]	6	14%[57 µM]	-4%	-8%
29	CC(=O)N1CCN(S(=O)(=O)c2cccc(C(=O)NNC(=O)Cn3nc(C)cc3C)c2)CC1	?	-8	34%[activator]	4%	19%
30	CC(=O)OCC(=O)C1(O)CCC2C3CC(F)C4=CC(=O)CCC4(C)C3C(=O)CC21C (stereo unspecified)	.	-2	-18%	.	-24%
31	CCOC(=O)c1c(NC(=O)COC(=O)CCNS(=O)(=O)c2ccccc2)sc(C(=O)N(C)C)c1C	?	-7	23%	8%	0%
32	Cn1c(=O)cc(SCC(=O)NCCc2ccc(Cl)cc2)c2cc(Cl)ccc21	2%[59 µM]	0	21%	-5%	-2%
33	CCOc1ccc(S(=O)(=O)Nc2ccccc2C(=O)N2CCCC2)cc1	8%	0	37%	-36%	-12%
34	COc1ccc(C(=O)COC(=O)C(C)N2C(=O)C3C4CCC(C4)C3C2=O)cc1 (stereo unspecified)	6%[12.7 µM]	2	10%	38%[activator]	6%
35	CC(C)(C)OCC1CO1 (stereo unspecified)	15%[0.501 µM]	-4	31%	-1%	-9%
36	CCNc1nc(NCC)n2c(SCC(=O)Nc3ccc(C)cc3Br)nnc2n1	.	0	13%	.	-4%

item	ERG Ets-DNA blk	RGS4 inh	JMJD2A Tudor inh	12-LOX inh
25	-13%	3%	-10%	-24%
26	1%	9%	6%	9%
27	0%	-13%	3%	-3%
28	-3%	-14%	-9%	?
29	-3%	12%	-9%	7%
30	8%	0%	-11%	-3%
31	5%	1%	-16%	-10%
32	4%	7%	-6%	-12%
33	-3%	-14%	11%	20%
34	1%	-4%	-12%	-23%
35	-7%	-4%	-6%	14%
36	-1%	7%	-12%	-23%

Continuation.
item	SMILES	G9a block	PI4K2A inh	HP1b chromo inh	BAZ2B inh	GLS inhibitor
37	O=S(=O)(Cc1ccccc1)N1CCN(Cc2c(F)cccc2Cl)CC1	35µM*	-7	23%	-2%	-2%
38	O=C(CCl)N=c1sccn1Cc1ccc(Cl)cc1Cl	?	10	81%[activator]	5%	-12%
39	Cc1ccnc(SC2CC(=O)N(c3ccc(Br)cc3)C2=O)n1 (stereo unspecified)	.	-3	21%	4%	-2%
40	Cc1nc(N)sc1C(=O)NN	5%	12	-9%	?	-11%

item	ERG Ets-DNA blk	RGS4 inh	JMJD2A Tudor inh	12-LOX inh
37	-6%	-38%	0%	?
38	1%	-29%	17%	-26%
39	13%	-14%	-13%	-24%
40	5%	-2%	?	0%
